Bioassay records (PubChem BioAssay)
HTR5A inv ag = HTR5A inverse agonism, opioid heterodimer counter-screen; P47898; HTR5A cell line, luminescence; inhibition, % at 9.3 µM; actives 0.083% (n = 340,000); in the data active = inhibition mostly above about 23%, no sharp cut-off; inactive = mostly below about 18%;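 also: 0% = cells with DMSO and 100% = no-cell wells with DMSO; some compounds called inactive have numbers as strong as hits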
Target sequence (P47898 whole entry, looked up): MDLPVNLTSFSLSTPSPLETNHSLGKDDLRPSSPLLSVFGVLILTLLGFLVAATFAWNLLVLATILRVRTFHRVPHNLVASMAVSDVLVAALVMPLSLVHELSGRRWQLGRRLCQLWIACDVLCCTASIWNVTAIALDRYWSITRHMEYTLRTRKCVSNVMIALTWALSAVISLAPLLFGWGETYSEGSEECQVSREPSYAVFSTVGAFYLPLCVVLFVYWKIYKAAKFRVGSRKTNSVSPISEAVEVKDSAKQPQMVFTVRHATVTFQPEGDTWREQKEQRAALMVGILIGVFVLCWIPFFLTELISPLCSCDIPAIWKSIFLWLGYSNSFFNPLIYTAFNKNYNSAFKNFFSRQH
HTR5A ag ctr = counter-screen for OPRM1-OPRD1 agonists: human HTR5A agonism; P47898; activation, % at 9.3 µM; HTR5A agonist assay, luminescence, cell-based; AID 504692; actives 0.61% (n = 340,000); in the data active = activation mostly above about 9.5%, no sharp cut-off; inactive = mostly below about 7.6%;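 also: 0% = cells with vehicle only and 100% = reference agonist; strong numbers were not always called active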
phage Ecoli inh = E. coli growth loss with phage present; AID 651602; inhibition, % at 11.9 µM; growth absorbance; actives 0.26% (n = 360,000); in the data active = inhibition above about 11%
AddAB inh = less growth of phage-infected E. coli with AddAB. actives 0.29% (n = 330,000). inhibition, % at 11.9 µM. AID 435030. E. coli expressing H. pylori AddAB, absorbance growth; in the data active = inhibition above about 12%;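 also: 0% = vehicle wells of infected cells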
PKA-R1A act = activators of PKA-R1A complex. actives 0.083% (n = 340,000). activation, % at 11.4 µM. PKA-R1A dissociation, Cy5-IP20 fluorescence polarization; scaled: DMSO 0%, 113 µM cGMP 100%;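 active = percent activation above the mean of all tested compounds plus 3 SD, cut at about 19% in these data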;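 also: higher means more PKAc released from R1A so a rise in polarization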
PKA-R2B act = PKA-R2B complex activation | P22694+P31323 | actives 0.079% (n = 340,000) | activation, % at 11.4 µM | PKA-R2B holoenzyme dissociation, Cy5-IP20 fluorescence polarization; R2B truncated from residue 108, S112A mutant; 0% DMSO only, 100% 113 µM cGMP;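 active = activation above a cutoff set at the mean over all compounds plus 3 SD, cut at about 18% in these data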;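 also: higher means more holoenzyme dissociation and a rise in polarization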
CDK5 p35 inh = blocks human CDK5/p35 kinase activity; Recombinant CDK5/p35, ADP-Glo luminescence, 60 min; inhibition, % at 10 µM; actives 0.01% (n = 330,000); AID 488839;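 active = highest replicate inhibition of at least 50% and at least 75% of replicates reaching 50%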;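 also: plate controls were DMSO neutral control for no effect and GW8510 at 10 µM for full effect; many of its hits are not listed in these tables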
E coli growth = reduces bacterial viability in AddAB counter-screen | AID 449728 | E. coli V3065 growth, OD600 absorbance, 18 h | actives 0.27% (n = 330,000) | inhibition, % at 11.9 µM;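 active = inhibition above the campaign's mean inhibition across all tested compounds plus 3 SD, cut at about 9.9% in these data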;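 also: uninfected addAB+ strain grown without phage in ampicillin broth; 0% = DMSO wells and 100% = ciprofloxacin 0.95 µg/ml wells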
DAGLB inhibitor = blocks human DAGLB lipase activity; inhibition, % at 5.17 µM; Q8NCG7; actives 0.059% (n = 340,000); AID 504411; HEK293T DAGLB membrane lysate, EnzChek fluorogenic substrate; in the data active = inhibition above about 34%;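 also: 0% = enzyme with vehicle and 100% = wells lacking enzyme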
Target sequence (Q8NCG7 whole entry, looked up): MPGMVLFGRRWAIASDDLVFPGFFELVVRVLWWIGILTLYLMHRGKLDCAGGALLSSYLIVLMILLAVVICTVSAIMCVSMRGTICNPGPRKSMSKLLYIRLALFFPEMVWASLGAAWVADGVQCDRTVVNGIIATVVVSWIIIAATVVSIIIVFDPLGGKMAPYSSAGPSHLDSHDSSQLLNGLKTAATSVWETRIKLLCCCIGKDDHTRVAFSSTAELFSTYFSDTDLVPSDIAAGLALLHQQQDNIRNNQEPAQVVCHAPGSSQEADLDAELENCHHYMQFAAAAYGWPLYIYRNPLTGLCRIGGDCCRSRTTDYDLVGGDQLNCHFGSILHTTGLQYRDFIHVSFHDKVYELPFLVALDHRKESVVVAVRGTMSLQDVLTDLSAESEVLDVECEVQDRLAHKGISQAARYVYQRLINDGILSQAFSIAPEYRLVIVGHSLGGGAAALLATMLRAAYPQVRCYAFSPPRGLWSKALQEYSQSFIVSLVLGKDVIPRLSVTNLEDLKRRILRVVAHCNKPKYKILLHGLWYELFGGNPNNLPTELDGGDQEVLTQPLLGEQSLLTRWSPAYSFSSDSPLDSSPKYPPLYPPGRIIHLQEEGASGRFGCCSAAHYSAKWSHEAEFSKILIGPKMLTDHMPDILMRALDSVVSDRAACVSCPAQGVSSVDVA
SUMO Mot1 rescue = blocks SUMOylation pathway, rescuing yeast Mot1-301 growth; S. cerevisiae Mot1-301 growth rescue, ATP luminescence, 38.5C; percent above DMSO median, 100 means doubled; actives 1% (n = 320,000); growth rescue, % at 18.8 µM;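 active = every valid replicate shows activation above 250% relative to neutral control wells; inactive = the rest, any valid replicate at or below 250%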;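 also: OY570 slx delta 5 strain wells were the positive control but not used for scaling; some compounds called inactive have numbers as strong as hits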
Tat export inh = E. coli Tat transport inhibition | E. coli MC4100 TorA-mCherry Tat export, fluorescence | inhibition, % at 10 µM | actives 0.036% (n = 340,000) | AID 488895;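 active = mean replicate inhibition at least 50% and at least half of replicates individually reaching 50%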;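 also: exported cargo escapes ClpAP degradation while cytoplasmic cargo is degraded and loses fluorescence; 0% = median of neutral control wells and 100% = median of NaSCN control wells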
* hit, by the source's call; x = not tested or not shown.

The line under a structure holds: HTR5A ag ctr | DAGLB inhibitor | phage Ecoli inh | AddAB inh | HTR5A inv ag | PKA-R2B act | SUMO Mot1 rescue | CDK5 p35 inh | Tat export inh | PKA-R1A act | E coli growth
CCCCn1c(N)c(N(CCOC)C(=O)COC(=O)COc2cc(C)c(Cl)cc2C(C)C)c(=O)[nH]c1=O
 : -6 | 4 | 0.0 | -3.1 | 6 | 0 | 1 | 1.2 | 8 | -9 | -0.8
CC(=O)c1ccc(NC(=O)CCc2nnc3ccc(N4CCCC4)nn23)cc1
 : 5 | 2 | 0.9 | 1.3 | 9 | 2 | -24 | -0.7 | -3 | -4 | -2.0
O=C(Nc1ccccc1C(=O)N1CCCCCC1)c1ccccc1
 : 6 | 2 | 0.4 | -0.6 | -10 | 3 | -12 | 0.4 | 12 | 8 | -1.3
COc1cccc(OCC(O)CO)c1 (stereo unspecified)
 : 3 | 2 | -0.4 | 0.9 | 1 | -9 | 202 | -3.9 | 2 | -4 | 3.2
Nn1c(SCc2ccc(Br)cc2)nnc1-c1cccnc1
 : 1 | -1 | 1.7 | 0.2 | 12 | -5 | 11 | 0.4 | -6 | 0 | 0.7
O=C(NCc1ccccc1F)C1CCC(=O)N(Cc2ccc(Cl)cc2)C1 (stereo unspecified)
 : -1 | -9 | 0.1 | -0.9 | 6 | -2 | -11 | 0.0 | 0 | -9 | 1.4
ON=C1c2ccccc2-c2ccc(Br)cc21
 : 4 | -5 | 1.0 | x | -17 | -6 | x | -2.7 | 2 | -9 | x
O=C1CN(C(=O)Cn2ncc(Cl)c(Cl)c2=O)c2ccccc2N1
 : 7 | -1 | 0.4 | x | -17 | -15 | x | -2.5 | 3 | -1 | x
Cc1cc(NC(=O)c2ccc3c(c2)C(=O)N(C)C3=O)no1
 : 0 | 2 | 1.4 | -1.0 | -9 | 5 | 14 | 0.3 | 7 | 1 | -2.5
CC(C)CNc1nc(N)c([N+](=O)[O-])c(NCc2ccccc2)n1
 : 7 | -4 | -0.6 | -0.6 | -27 | -7 | -21 | 0.2 | -1 | -3 | 0.2
CN1CCc2c(n(CC(O)CNCc3ccccc3)c3ccccc23)C1=O (stereo unspecified)
 : 0 | -1 | 5.2 | 2.0 | -5 | 6 | 2 | 0.6 | -8 | -6 | -1.1
NC(=O)c1ccccc1NC(=O)CSC1=NCCS1
 : 0 | -2 | -0.9 | 2.5 | 7 | -13 | -4 | 2.5 | 6 | -6 | 1.9
Cc1[nH]nc(SCC(=O)NCCc2ccccc2)c1[N+](=O)[O-]
 : 5 | -1 | 3.4 | 1.4 | -5 | -5 | -3 | -0.7 | -6 | -10 | 1.5
O=C(NCc1ccco1)C(c1ccccc1)N(C(=O)Cc1cccs1)c1ccccc1F (stereo unspecified)
 : 5 | -1 | 0.1 | 0.9 | -4 | -10 | -15 | 1.2 | -9 | -3 | 0.0
COc1ccc2c(c1OC)C(=O)N1C2SC[C@H]1C(=O)NCCC(C)C (stereo partly specified)
 : 0 | -7 | 2.8 | 1.1 | 0 | -3 | 18 | 1.1 | -4 | 1 | -2.4
CCN(CC)C(=O)C1CCCN(Cc2cccc(Oc3ccccc3)c2)C1 (stereo unspecified)
 : -3 | -1 | 2.1 | 2.3 | 13 | -2 | 0 | -1.2 | 1 | -2 | -0.8
Cc1ccc(S(=O)(=O)CCC(=O)Nc2cccc(Cl)c2)cc1
 : -4 | 0 | -0.3 | -1.5 | 17 | -5 | -3 | -0.5 | -6 | -5 | -0.6
CCC(C)NC(=O)C1CCN(S(=O)(=O)c2cccc3nonc23)CC1 (stereo unspecified)
 : -3 | 0 | 3.3 | 0.2 | 8 | 9 | -17 | 1.9 | -2 | 6 | -1.5
CC(=O)Nc1c(O)nc(SCc2ccccc2C#N)[nH]c1=O
 : 2 | 1 | 4.7 | 1.0 | -7 | -2 | x | -1.0 | -4 | -1 | -0.5
CC(=O)N1CCOc2ccc(S(=O)(=O)NCc3ccc(Cl)cc3)cc21
 : -2 | -1 | 2.2 | 1.4 | 8 | -3 | 10 | 0.2 | -1 | -16 | 0.2
O=C(NC1CCN(C(=S)Nc2ccc(Cl)cc2)CC1)c1ccco1
 : 0 | 0 | -0.1 | 2.5 | 1 | -12 | 0 | -0.1 | -2 | 8 | 1.2
CC(=O)Nc1ccc(S(=O)(=O)N/N=C/c2ccc(C)s2)cc1
 : 3 | -2 | 1.2 | 3.7 | -24 | -2 | 1 | 2.7 | -8 | -8 | 0.1
O=C(COC(=O)/C=C/c1ccco1)NCCc1ccccc1
 : -4 | -1 | 3.6 | -0.8 | 11 | -5 | -2 | 1.4 | -2 | -5 | 0.4
O=C(CSc1ccc2ccccc2c1)N1CCN(c2ccc(O)cc2)CC1
 : 3 | 4 | 3.8 | 1.8 | -8 | -24 | 181 | 0.7 | 12 | 2 | -0.4
O=C(C1CCCN(S(=O)(=O)Cc2ccccc2)C1)N1CCCCC1 (stereo unspecified)
 : 5 | -4 | 2.8 | 1.9 | -7 | -7 | -10 | -1.5 | 12 | 4 | -1.7
CCCn1c(C)cc(C(=O)COc2ccc(-c3nnco3)cc2)c1C
 : 0 | 2 | 4.1 | 5.1 | 13 | -5 | -20 | 0.1 | 3 | 7 | -0.8
Cc1nnc2c3ccccc3c(-c3ccc(O)cc3)nn12
 : -1 | -4 | 1.8 | 1.6 | 3 | 7 | -10 | -1.3 | 6 | 5 | 2.9
CC(C)Nc1nc(Cl)nc(NN(C)c2nc(N(C)C)nc(N(C)C)n2)n1
 : -2 | -1 | 2.4 | -0.3 | 12 | -10 | 392 | -0.6 | -3 | 6 | -0.5
O=C(NCc1n[nH]c(=S)n1-c1ccccc1)c1ccc(S(=O)(=O)N2CCOCC2)cc1
 : 2 | -3 | 2.4 | 1.5 | -17 | -2 | 20 | 2.4 | -9 | 0 | -0.1
COc1cc(OC)cc(C(=O)N[C@H](C(=O)OCC(=O)Nc2ccc(C(C)C)cc2)C(C)C)c1
 : 0 | -4 | 3.6 | -0.7 | 12 | -4 | x | -6.5 | 24 | 2 | -1.5
CCn1c(COc2ccccc2)nnc1SCC(=O)Nc1cc(C)ccc1OC
 : 3 | -4 | 1.8 | 1.4 | -3 | -5 | -4 | 1.6 | 9 | -4 | -1.7
CN1C[C@H](C(=O)NC2(C)OC3(O)[C@@H]4CCCN4C(=O)[C@H](Cc4ccccc4)N3C2=O)CC2c3cccc4[nH]cc(c34)C[C@H]21 (stereo partly specified)
 : 32* | 2 | 1.9 | -1.8 | -115 | 9 | 5 | 0.7 | -8 | 3 | -2.7
Cc1ccc(S(=O)(=O)CC(=O)Nc2nnc(C(C)(C)C)s2)cc1
 : -6 | 2 | 2.2 | 4.2 | 17 | -5 | 200 | -0.4 | 0 | 0 | -3.0
Cn1c2ccccc2c2ncn(CCN3CCOCC3)c(=O)c21
 : -2 | 1 | 2.8 | -0.2 | 5 | -3 | 22 | 1.4 | -5 | -6 | 0.4
CC1CC(=O)N(CC(=O)Nc2ccccc2F)c2ccccc2S1(=O)=O (stereo unspecified)
 : 4 | 0 | 3.8 | -2.3 | -13 | 0 | -11 | 0.2 | -5 | -4 | -3.0
O=C(Cn1cnc2ccccc2c1=O)OCCCCN1C(=O)c2ccccc2C1=O
 : 0 | 4 | 2.4 | 1.2 | -12 | -4 | -3 | -0.4 | -5 | 2 | 0.0
O=C(c1ccc(Oc2ccccc2)cc1)c1nc2c(n1O)CCCC2
 : 8 | -19 | 1.3 | 1.8 | -11 | -6 | 9 | -0.7 | 0 | -8 | 2.4
CC(=O)Nc1nonc1-c1nc2ccccc2n1CCC(C)C
 : 1 | -3 | 2.5 | -2.5 | 8 | 3 | 252 | -1.5 | 17 | -9 | -0.2
C=C(C)CNC(=O)C1CCC(=O)N(CCCc2ccccc2)C1 (stereo unspecified)
 : -1 | -1 | 30* | 0.2 | 3 | 6 | 47 | 0.5 | -14 | 4 | 0.3
CCOc1ncccc1C(=O)OCC(=O)NCc1ccccc1
 : 1 | 0 | 3.6 | 1.0 | -4 | 0 | 9 | 0.5 | 0 | 4 | -0.5
Cc1cc2cc(CNC(=O)c3ccc(S(=O)(=O)N(C)C)cc3)ccc2n1C
 : 2 | 8 | -0.3 | -1.9 | -6 | 0 | -9 | -1.7 | -6 | -3 | 1.6
Cc1ccsc1/C=N/NC(=O)C(=O)NCC(C)C
 : -2 | 2 | 3.4 | -1.9 | 12 | -11 | 23 | -6.1 | -10 | -4 | 2.2
Cc1cc(C(=O)N2CCN(C/C=C/c3ccccc3)CC2)no1
 : 5 | 1 | 2.4 | -0.2 | 3 | -2 | 1 | 0.3 | -3 | -10 | -2.2
Cc1cc(Cl)ccc1OCCCC(=O)N1CCCc2ccccc21
 : -3 | -18 | 2.1 | 1.5 | 7 | -1 | -14 | 0.6 | 17 | -17 | -1.7
CCC1(c2ccccc2)NC(=O)N(CC(=O)NC2(C#N)CCCCC2)C1=O (stereo unspecified)
 : 1 | 0 | 0.7 | 2.4 | -4 | -12 | -10 | 0.6 | -1 | -6 | 1.1
COC(=O)c1cccc(NC(=O)Cc2nc(-c3ccccc3)sc2-c2ccc(C)cc2)c1
 : 3 | -3 | -0.5 | 4.3 | 2 | -9 | 5 | 2.2 | -8 | 5 | 1.7
O=C(NCc1ccncc1)c1ccc(Br)cc1
 : -4 | -1 | 3.2 | -0.1 | 9 | 11 | -11 | -0.6 | -2 | -4 | 0.5
O=c1n(Cc2ccc(Cl)cc2)c2sc3c(c2c2ncnn12)CCCC3
 : 5 | -3 | 1.5 | 0.6 | 6 | -11 | 58 | 0.0 | -3 | 10 | -2.3
CCCCOc1ccc(Br)cc1/C(C)=N/NC1=NCCN1
 : 6 | 2 | 1.1 | 3.4 | -6 | 6 | -7 | 0.8 | -2 | 6 | 2.9
CN1CCN(c2ccc(NC(=O)N3CCc4ccccc43)cc2)CC1
 : 3 | -1 | 2.1 | 0.7 | -10 | -15 | -13 | 0.8 | 7 | -4 | -2.6
CCC(C)(C)NC(=O)C1c2ccccc2Oc2ccccc21
 : x | x | 3.9 | -0.2 | x | x | -4 | 0.3 | -2 | x | -1.6
O=C(Nc1cc(S(=O)(=O)N2CCOCC2)ccc1N1CCOCC1)c1cnccn1
 : 2 | -2 | 1.6 | 2.1 | 4 | -6 | -21 | 0.8 | -5 | -4 | 2.7
COc1ccc(NC(=O)COC(=O)c2c3c(nc4ccccc24)CCCC3)cc1
 : 2 | -6 | 1.4 | 0.7 | -11 | -4 | -16 | -1.1 | 8 | 2 | -0.2
O=S(=O)(c1ccc2nc(Cc3cccc(C(F)(F)F)c3)[nH]c2c1)N1CCOCC1
 : -3 | -3 | 0.5 | 1.8 | 21 | -7 | -12 | -3.3 | -11 | -1 | 1.1
Cc1sc(-n2c(C)cc(C=O)c2C)c(C(=O)O)c1C
 : -4 | 2 | 1.6 | -1.1 | -27 | -4 | -18 | -0.6 | 9 | -2 | -0.5
